Source: PubChem BioAssay
KLK5 inh: kallikrein 5 (human) inhibition; recombinant hK5, fluorogenic AMC substrate cleavage; inhibition, % at 5 µM; 0.59% of 210,000 active; AID 873;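 active means inhibition of 40% or more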;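 further: 0% = enzyme controls without compound and 100% = no-enzyme blanks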
Furin inhibitor: inhibitors of human furin | P09958 | purified furin, fluorogenic substrate cleavage | inhibition, % at 30 µM | 0.061% of 220,000 active | AID 463115; in the data active means inhibition above about 25%; further: inactives centre near -15
thrombin 1536: inhibitors of human thrombin; 0.26% of 220,000 active; alpha-thrombin, Boc-VPR-AMC fluorogenic substrate cleavage; AID 1046; inhibition, % at 5 µM;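 active means inhibition at or above 40%; inactive means inhibition below 40%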;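 further: 0% = enzyme with no compound and 100% = wells without enzyme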
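System: Human alpha-thrombin protein | Medium: pH 7.5 Tris (50 mM) with NaCl 150 mM, Tween 20 0.05% | Times: Enzyme reaction carried out at room temperature | Detection: AMC fluorescence, 355/460 nm | Evaluation: Percent inhibition scaled between no-compound controls and no-enzyme blanks | Benchmarks: Enzyme without compound as high, wells lacking enzyme as low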
KCC2 mod: KCC2 (human) Cl- transport modulation | B-score of Tl+ flux slope (higher = more flux/activation; lower = inhibition) at 10 µM | 2.2% of 190,000 active | KCC2 cells, thallium flux FluoZin-2 fluorescence;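 active means thallium flux slope and its plate-corrected score both differing from the plate sample mean at a set confidence after two filtering rounds, in either direction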;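 further: slope of fluorescence scaled to starting intensity during 10 to 20 s after thallium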
p47phox inh: p47phox (human) inhibition; P14598; p47phox/p22phox peptide binding, fluorescence polarization, 2 h; inhibition, % at 24.7 µM; 0.53% of 220,000 active; AID 1274;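 further: 0% = p47phox with labelled peptide and 100% = labelled peptide alone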
Target sequence (P14598 whole entry, looked up): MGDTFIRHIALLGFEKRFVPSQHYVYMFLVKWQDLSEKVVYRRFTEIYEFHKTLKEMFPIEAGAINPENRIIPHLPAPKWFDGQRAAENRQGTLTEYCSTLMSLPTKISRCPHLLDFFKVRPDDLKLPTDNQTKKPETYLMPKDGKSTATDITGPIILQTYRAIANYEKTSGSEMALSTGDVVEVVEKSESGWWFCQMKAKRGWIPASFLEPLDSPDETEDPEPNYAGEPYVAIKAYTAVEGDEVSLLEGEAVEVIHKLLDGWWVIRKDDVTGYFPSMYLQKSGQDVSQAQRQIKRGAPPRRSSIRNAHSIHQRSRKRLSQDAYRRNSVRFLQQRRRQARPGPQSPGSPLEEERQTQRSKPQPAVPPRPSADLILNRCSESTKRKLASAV
14-3-3 Bad inh: disrupts binding of bovine 14-3-3 zeta to phospho-Bad peptide. P63103. TR-FRET 14-3-3zeta/Dy647-pBad peptide displacement, 1 h. inhibition, % at 21.7 µM. 0.71% of 220,000 active;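 active means inhibition above about 70%, limit read from the data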;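 further: 0% = full 14-3-3 plus peptide FRET controls and 100% = background without 14-3-3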
Target sequence (P63103 whole entry, looked up): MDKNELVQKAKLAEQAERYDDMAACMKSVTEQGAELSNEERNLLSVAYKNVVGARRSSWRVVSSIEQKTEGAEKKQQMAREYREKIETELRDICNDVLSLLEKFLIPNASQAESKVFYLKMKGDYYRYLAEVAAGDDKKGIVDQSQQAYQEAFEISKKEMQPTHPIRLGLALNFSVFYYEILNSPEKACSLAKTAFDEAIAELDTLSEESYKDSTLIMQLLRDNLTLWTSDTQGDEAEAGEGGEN
EBV gp42 block: blocks Epstein-Barr virus glycoprotein 42 binding; Q1HVG2; Fluorescence polarization binding assay, mP read-out; inhibition, % (tested at 21.74 µM); 0.42% of 220,000 active; AID 1085; in the data active means inhibition above about 50%
Rad51 HR inh: Rad51 (human) homologous recombination inhibition | Q06609 | hRad51 DNA strand exchange, fluorescence dequenching | inhibition, % at 10 µM | 0.085% of 200,000 active;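 active means inhibition above 40% at the single screening dose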;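 further: 0% = DMSO control wells and 100% = blanks with heterologous ssDNA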
Target sequence (Q06609 whole entry, looked up): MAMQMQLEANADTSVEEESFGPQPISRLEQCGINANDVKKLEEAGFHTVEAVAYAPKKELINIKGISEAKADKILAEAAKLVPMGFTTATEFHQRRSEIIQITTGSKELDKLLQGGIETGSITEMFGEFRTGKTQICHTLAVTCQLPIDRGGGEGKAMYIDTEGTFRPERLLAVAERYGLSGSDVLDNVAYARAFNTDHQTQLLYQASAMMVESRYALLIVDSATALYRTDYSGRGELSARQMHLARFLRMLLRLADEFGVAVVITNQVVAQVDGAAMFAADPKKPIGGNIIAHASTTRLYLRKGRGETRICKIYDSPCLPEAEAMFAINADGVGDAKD
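System: hRad51 filaments on single-stranded DNA; reagent: Fluorescein- and BHQ1-tagged 47-mer duplex; compound dosing: one concentration, 10 µM final; timing: filaments 15 min 37 °C, then compound 30 min; measured by: fluorescein emission 520 nm, excitation 485 nm; benchmarks: per-plate controls and blanks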
eIF4E 4G PPI: blocks eIF4E binding to eIF4G. TR-FRET eIF4E-eIF4GI(517-606) binding, 2 h. inhibition, % at 21.7 µM. 0.37% of 220,000 active. AID 782;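 further: 0% = full FRET control wells and 100% = background wells lacking eIF4GI fragment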
An asterisk follows results filed as active; x = not tested or not shown; [ ] = remark or other dose.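 How the source made its calls, unless noted: active means inhibition above about 30% (limit read from the data); inactive means the rest.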

no.	KLK5 inh	Furin inhibitor	thrombin 1536	KCC2 mod	p47phox inh	14-3-3 Bad inh	EBV gp42 block	Rad51 HR inh	SMILES	eIF4E 4G PPI
1	-7	-10	1	-2.9	-13	8	-10	-7	COc1ccc(S(=O)(=O)N(Cc2ccc(OC)c(OC)c2)Cc2ccco2)cc1	-1
2	-8	-25[20 µM]	-1	x	-7	-5	-8	6	COc1ccc(Cl)cc1NS(=O)(=O)c1cc(Cl)ccc1OC	1
3	-9	-13[20 µM]	4	1.6	-5	10	-17	x	CC1CCC/C(=N\NC(=O)COc2ccc(Cl)cc2Cl)C1 (centres undefined)	9
4	-4	-12	1	-1.1	-9	15	-13	1	Cc1c2n(c3ccccc13)CC/C2=N\O	8
5	-2	-16	-5	-0.75	13	4	-3	7	CCCC(=O)c1c(NC(C)C)cc(C)oc1=O	-1
6	-5	-13	-10	1.1	-1	5	10	1	Oc1c(Br)cc(Br)cc1/C=N/N1CCN(Cc2ccccc2)CC1	0
7	-8	-28	-1	0.4	2	-4[fluorescence artefact?]	-17	-5	CCOC(=O)NC(NC(=S)Nc1ccc(OCC)cc1)C(Cl)(Cl)Cl (centres undefined)	1
8	-1	-15[20 µM]	-2	x	-6	10	-12	5	c1ccc(-c2noc(C34CC5CC(CC(C5)C3)C4)n2)nc1	-2
9	-7	-19	-7	0.69	-6	10[fluorescence artefact?]	-15	-2	Cc1nnc(SCC(=O)Nc2c(Cl)cccc2Cl)[nH]c1=O	0
10	-2	-18	-6	-0.57	-5	6	-8	-17	O=C1CC2(CCCC2)C(=O)N1c1ccc(S(=O)(=O)NCC2CC2)cc1Cl	-1
11	-10	-1[20 µM]	-1	-0.59	-12	-1[fluorescence artefact?]	-16	2	Cc1ccc(C(=O)Oc2ccccc2N2C(=O)C3CCC(C)CC3C2=O)cc1 (centres undefined)	8
12	0	-10	-6	0.46	-6	9[fluorescence artefact?]	2	-2	CCC(C)OC1OC(CO)C(O)C(O)C1NC(C)=O (centres undefined)	-1
13	-15	-12[20 µM]	-2	0.92	4	14	-5	6	Cc1ccc(C)c(N(CC(N)=O)S(C)(=O)=O)c1	-8
14	4	0	0	-1.4	-1	10	-9	4	O=C(NCCc1ccccc1)C1CCN(S(=O)(=O)c2ccc(-n3cnnn3)cc2)CC1	4
15	-2	-26	-7	0.64	-1	-3	-11	7	COc1ccc(C/C(C)=N/NC(=O)c2ccc(Cl)cc2)cc1	-3

Reformatted in transposed form: entries from further up.
[5] CCCC(=O)c1c(NC(C)C)cc(C)oc1=O
[6] Oc1c(Br)cc(Br)cc1/C=N/N1CCN(Cc2ccccc2)CC1

assay / compound,5,6
KLK5 inh,-2,-5
Furin inhibitor,-16,-13
thrombin 1536,-5,-10
KCC2 mod,-0.75,1.1
p47phox inh,13,-1
14-3-3 Bad inh,4,5
EBV gp42 block,-3,10
Rad51 HR inh,7,1
eIF4E 4G PPI,-1,0

Further compounds
no.	KLK5 inh	Furin inhibitor	thrombin 1536	KCC2 mod	p47phox inh	14-3-3 Bad inh	EBV gp42 block	Rad51 HR inh	SMILES	eIF4E 4G PPI
16	16	-29	-8	x	3	-7	-17	3	CCOC(=O)N1CCN(C(=S)NC(=O)c2nn(C)cc2Br)CC1	1
17	-30	-116	-5	0.41	-8	-10	23	-16	N=C1c2c(cc(=O)n3c2[nH]c2ccccc23)CN1CCN1CCOCC1	0
18	1	-16	-4	x	-3	-13	-11	1	S=C1NCCOCCOCCOCCNC(=S)N2CCOCCOCCN1CCOCCOCC2	-1
19	-24	-8	-8	-0.043	-9	-7	4	x	Cc1cc(C(=O)c2ccc(C(C)(C)C)cc2)c(NC(=O)CCl)s1	7[fluorescence artefact?]
20	-19	-5	-6	0.9	-3	-12	3	-7	O=C(NC1CCCCC1)C1CCCN(c2nnnn2-c2ccccc2)C1 (centres undefined)	-8
21	-5	3	-2	-0.14	-7	0	-3	4	CCn1c(COc2ccc(Cl)c(C)c2)nnc1SCC(=O)N1CCCC1	2
22	1	-20	-2	-1.7	-5	-3	1	7	O=C(CSCc1ccc(F)cc1)NCc1cccs1	-3
23	-21	-17	-4	-0.19	-70	5	-13	1	CCOC(=O)c1sc(Nc2nc3c(OC)cccc3s2)cc1C	-2
24	-4	-12	-24	x	-2	-5	-2	7	Cc1cc(NC(=O)CSc2nnnn2-c2ccccc2)no1	-1
25	-12	-24[20 µM]	-2	0.76	-14	-8[fluorescence artefact?]	-6	-4	Cc1ccc(C2=NC(C)(C)NC2=O)cc1	-19[fluorescence artefact?]
26	-22	-22	-5	-0.05	-9	-22	-14	10	COc1ccc(C(=O)/C=C2/c3ccccc3CC(C)(C)N2C)cc1OC	6
27	-6	-16	-6	x	-14	1	-1	5	Cc1cc(C)nc(NC(=O)NS(=O)(=O)Nc2ccc(Br)cn2)n1	-2
28	-1	-9	-5	0.071	-14	-5	-4	2	CNc1nnc(-c2ccco2)s1	0
29	2	-24	2	-0.23	-10	2	-13	5	N#CC1(c2ccccc2)CCC(=O)N1c1ccccc1 (centres undefined)	-3
30	-18	-9	-11	-0.72	15	38	41	2	COc1ccc(/C=N/OCC(=O)N=Nc2c(O)[nH]c3ccc(Br)cc23)cc1OC	8
31	0	-15	2	x	-2	-7	-20	-8	Cc1[nH]c2ccccc2c1-c1ccc(Cl)nn1	1
32	12	-3	12	-0.22	-6	-11	-4	-6	CCN1CCN(c2ncc(C(=O)Nc3ccccc3C(=O)OC)c3ccccc23)CC1	0
33	-2	-7[20 µM]	0	0.082	-24	6	-2	0	N#Cc1cn(CCCOc2ccccc2)c2ccccc12	2
34	-4	-9	-1	0.027	0	0	-2	x	CC1CCCC(C)N1C(=O)COc1ccccc1F (centres undefined)	4
35	6	-24	-7	0.54	-6	-16	-5	23	Cc1ccc2nc3c(c(C(=O)OC4CCOC4=O)c2c1)CCCC3 (centres undefined)	-2
36	x	-27	0	0.23	-10	-2	-12	x	Cc1nc(-c2ccc(C(=O)Nc3cccc(Br)c3)cc2)cs1	4
37	-49	-7[20 µM]	-2	-0.18	-19	-1[fluorescence artefact?]	-2	4	COc1ccc(-c2cc(C(F)(F)F)nc(SCC(N)=O)n2)cc1	5
38	-2	-17	-3	2.1	-3	2	-10	1	c1ccc2sc(SCSc3nc4ccccc4s3)nc2c1	4
39	-4	-11	-2	-1.6	-8	-7	-17	9	Cc1oc(-c2ccccc2)nc1C(=O)N1CCN(c2ccc(F)cc2)CC1	2
40	-1	-20	-6	0.41	-12	-24	8	0	Cc1cc(C)cc(NC(=S)N(CCN(C)C)Cc2cccs2)c1	0
41	-4	-16	2	0.87	7	-25	16	1	O=c1cc(CSc2n[nH]c(-c3ccncc3)n2)nc2sccn12	17
42	-16	-22[20 µM]	0	-0.037	-2	1[fluorescence artefact?]	-22	7	CCSc1ncc(C#N)c(=O)[nH]1	-5[fluorescence artefact?]
43	-21	-6	6	-0.87	-9	-14	-31	-7	CC(OC(=O)c1nn(C)c(=O)c2ccccc12)C(=O)NCc1ccc2c(c1)OCO2 (centres undefined)	10[fluorescence artefact?]
44	6	-27	4	0.87	-4	6	-24	-7	COc1ccc(S(=O)(=O)N(C)C)cc1NC(=O)COC(=O)c1nc2nccc(C)n2n1	-10
45	0	-26	-5	0.33	-4	-21	-17	-3	COc1ccc(CCN2CC(C(=O)Nc3ccc4c(c3)OCO4)CC2=O)cc1OC (centres undefined)	3

Some of the entries above in a different format.
[29] N#CC1(c2ccccc2)CCC(=O)N1c1ccccc1 (centres undefined)
[30] COc1ccc(/C=N/OCC(=O)N=Nc2c(O)[nH]c3ccc(Br)cc23)cc1OC
[31] Cc1[nH]c2ccccc2c1-c1ccc(Cl)nn1
[32] CCN1CCN(c2ncc(C(=O)Nc3ccccc3C(=O)OC)c3ccccc23)CC1
[33] N#Cc1cn(CCCOc2ccccc2)c2ccccc12
[34] CC1CCCC(C)N1C(=O)COc1ccccc1F (centres undefined)
[35] Cc1ccc2nc3c(c(C(=O)OC4CCOC4=O)c2c1)CCCC3 (centres undefined)
[36] Cc1nc(-c2ccc(C(=O)Nc3cccc(Br)c3)cc2)cs1
Compound,29,30,31,32,33,34,35,36
KLK5 inh,2,-18,0,12,-2,-4,6,x
Furin inhibitor,-24,-9,-15,-3,-7[20 µM],-9,-24,-27
thrombin 1536,2,-11,2,12,0,-1,-7,0
KCC2 mod,-0.23,-0.72,x,-0.22,0.082,0.027,0.54,0.23
p47phox inh,-10,15,-2,-6,-24,0,-6,-10
14-3-3 Bad inh,2,38,-7,-11,6,0,-16,-2
EBV gp42 block,-13,41,-20,-4,-2,-2,-5,-12
Rad51 HR inh,5,2,-8,-6,0,x,23,x
eIF4E 4G PPI,-3,8,1,0,2,4,-2,4

[37] COc1ccc(-c2cc(C(F)(F)F)nc(SCC(N)=O)n2)cc1
[38] c1ccc2sc(SCSc3nc4ccccc4s3)nc2c1
[39] Cc1oc(-c2ccccc2)nc1C(=O)N1CCN(c2ccc(F)cc2)CC1
[40] Cc1cc(C)cc(NC(=S)N(CCN(C)C)Cc2cccs2)c1
[41] O=c1cc(CSc2n[nH]c(-c3ccncc3)n2)nc2sccn12
[42] CCSc1ncc(C#N)c(=O)[nH]1
Compound,37,38,39,40,41,42
KLK5 inh,-49,-2,-4,-1,-4,-16
Furin inhibitor,-7[20 µM],-17,-11,-20,-16,-22[20 µM]
thrombin 1536,-2,-3,-2,-6,2,0
KCC2 mod,-0.18,2.1,-1.6,0.41,0.87,-0.037
p47phox inh,-19,-3,-8,-12,7,-2
14-3-3 Bad inh,-1[fluorescence artefact?],2,-7,-24,-25,1[fluorescence artefact?]
EBV gp42 block,-2,-10,-17,8,16,-22
Rad51 HR inh,4,1,9,0,1,7
eIF4E 4G PPI,5,4,2,0,17,-5[fluorescence artefact?]

(next part)
no.	KLK5 inh	Furin inhibitor	thrombin 1536	KCC2 mod	p47phox inh	14-3-3 Bad inh	EBV gp42 block	Rad51 HR inh	SMILES	eIF4E 4G PPI
46	-9	-14	5	-0.71	5	-8	-3	-43	CC1(C)Cc2cccc(OCC(=O)NCCOc3ccccc3)c2O1	-3
47	-223	-2[20 µM]	50*	0.18	-14	-18	-1	-8	O=C(Cn1nc(C(F)F)cc1C(F)F)NNC(=S)Nc1ccc(F)cc1	10
48	-11	6	-7	0.18	0	-9	-6	6	Cc1cc(N/N=C/c2cccc([N+](=O)[O-])c2)nc(-n2nc(C)cc2C)n1	0
49	3	-2	3	0.012	-2	-1	6	-12	COc1ccc(/C=N\NC(=O)c2cccc(Br)c2)c(OC)c1	2
50	3	-21	0	0.098	-25	-12	-13	-3	O=C(N/N=C/c1cccc(Oc2ccccc2)c1)c1cc[n+]([O-])cc1	0
51	-13	-11	-3	0.1	-15	68[fluorescence artefact?]	-13	-6	COc1ccc(CC(C)N2CCN(Cc3ccccc3)CC2)c(OC)c1 (centres undefined)	1
52	-18	-11[20 µM]	2	x	-101	62[fluorescence artefact?]	-81	x	COc1cc(/C=N\Nc2ccc([N+](=O)[O-])cc2)ccc1OCC(=O)Nc1ccc(C)c(C)c1	-11
53	-12	-15	-16	0.39	-5	-8[fluorescence artefact?]	9	-2	O=C(Nc1ccccc1)C1CC=CCC1C(=O)OCC1CCCO1 (centres undefined)	-4[fluorescence artefact?]
54	3	-24	0	1.6	x	3	7	2	O=C(C1=C[C@@H](c2coc3ccccc3c2=O)C[C@@H](OCc2ccc(CO)cc2)O1)N1CCOCC1	-1
55	-6	-13	-17	-0.68	5	17	-10	4	O=C(N/N=C/C=C/c1ccccc1[N+](=O)[O-])c1cc(-c2ccccc2)n[nH]1	4
56	-8	-12	-5	-0.91	7	0	0	x	CN(Cc1ccccc1)C(=O)c1nc2ccccn2c1CN1CCc2sccc2C1	-3
